Lipid storage S3: qHTS Assay for Lipid Storage Modulators in Drosophila S3 Cells | lipid storage change, negative = inhibition, % at the top dose, mostly 46.1 µM; hits show Potency in µM | actives 0.64% (n = 320,000) | Drosophila S3 cells, BODIPY lipid droplet fluorescence, 18-24 h; cells fed with added oleic acid | AID 2685, 2010; active = well fitted inhibition curve with a large enough effect in the signal ratio, with a control signal flat, not every such curve was filed as active; inconclusive = small, poorly fitted or top-dose-only effect, or effect the other way, or a change in a side signal; the % refers to the signal ratio
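Drosophila S3 cells got compounds at several concentrations plus oleic acid (400 uM solution). Laser-scanning cytometry with 488 nm excitation read lipid droplets at 500-530 nm and cells at 575-640 nm. Percent activity was relative to 20 uM Triacsin C.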
Lipid storage S3 cell count max: further read-out of Lipid storage S3, marked with its call; cell number change, %; measured here: cell count max response;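 cells counted by Cell Tracker Red CMTPX staining in the red channel; peak over a dose series mostly up to 46.1 µM; percent activity relative to internal control wells on each plate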
* hit, by the source's call; i = inactive; ? = inconclusive; . = no result given; [ ] = another dose, or the depositor's remark. % is set by controls: 0 for no effect and ±100 for the full control effect; potency is the fitted concentration of half-maximal effect. An excerpt; rates above refer to the full screens.

Lipid storage S3	Lipid storage S3 cell count max	Structure
?	.	COc1ccc(C2C(C(=O)NCCCN3CCOCC3)c3ccccc3C(=O)N2c2ccc(OC)cc2)cc1 (stereo not given)
?	.	CC(=O)Nc1ccc(-c2cn3c(n2)SCC3)cc1
?	.	Cc1nn(-c2ccccc2)c(Cl)c1/C=N\NC(=O)c1cnccn1
i	6	COc1ccc(S(=O)(=O)N2CCC(NC(=O)c3ccccc3)CC2)cc1
-7%	-19	CCN(CC)S(=O)(=O)c1ccc2c(c1)C(=NO)c1cc(S(=O)(=O)N(CC)CC)ccc1-2
?	.	CC(C)(C)C1N=C(c2ccc3ccccc3c2)OC1=O (stereo not given)
5%	-18	O=C(NC1(Cc2ccccc2)CCN(CCc2cccs2)C1=O)c1ccccc1 (stereo not given)
i	.	COC(CN(C)S(=O)(=O)c1cc2c3c(c1)CCN3C(=O)CC2)OC
i	-19	COc1ccccc1CCC(=O)N1CCN(S(=O)(=O)c2cc(C(F)(F)F)ccc2Cl)CC1
3%	-6	Cc1cccc(C)c1-n1c(SCC(=O)N2CC(=O)Nc3ccccc32)nc2ccccc2c1=O
-15%	1	CSc1ncccc1C(=O)Nc1ccc(C)cn1
21%	12	CCOc1ccc(S(=O)(=O)Nc2ccc(C(=O)NN)cc2)cc1
17%	-4	CCOC(=O)C1=C(C)NC(=S)NC1c1ccc(OCC(=O)N2CCCCCC2)cc1 (stereo not given)
-33%	-10	COc1ccc(CNC(=O)CN(C)S(=O)(=O)c2ccc(Cl)cc2)cc1
?	.	Cc1onc(-c2ccccc2Cl)c1C(=O)N(Cc1ccccc1)C(C)C

2 of the compounds above, with values under each structure.
Second line of a record – Lipid storage S3	Lipid storage S3 cell count max
- CC(=O)Nc1ccc(-c2cn3c(n2)SCC3)cc1
  ?	.
- COc1ccc(S(=O)(=O)N2CCC(NC(=O)c3ccccc3)CC2)cc1
  i	6

Other results follow.
Lipid storage S3	Lipid storage S3 cell count max	Structure
?	.	COc1ccc(/C=C\C(=O)NCc2ccc3[nH]c(C)cc3c2)cc1OC
-1%	-1	CCOCCCNC(=O)c1ccc(CS(=O)(=O)Cc2cccc(C)c2)o1
?	.	CCOc1ccc(CC(=O)NCCS(=O)(=O)N2CCN(c3ccccc3)CC2)cc1
16%	-20	COc1ccccc1N(CC(=O)NCCSc1ccc(Cl)cc1)S(C)(=O)=O
i	.	CCOC(=O)c1sc(NC(=O)c2ccc(Cl)s2)cc1C
?	.	Cc1ccc(C(=O)OCC(=O)NCc2ccc(F)cc2)o1
i	.	COc1ccccc1N1CCN(CC(=O)Nc2ccc3c(c2)OCCO3)CC1
-2%	-11	O=C(CSc1nncs1)Nc1ccc2[nH]c(=O)[nH]c2c1
-1%	6	CCC(C)[C@H](N)c1cn([C@@H](CCCCN)C(=O)N2CCNCC2)nn1 (stereo not given in full)
?	.	CCOC(=O)c1cnc(SC2CC(=O)N(c3ccc(C)cc3)C2=O)nc1N (stereo not given)
9%	7	CCCCc1cc(=O)oc2cc(C)cc(OC(C)C(=O)O)c12 (stereo not given)
?	.	Cc1ccc(C2=NN(C(=O)CCl)C(c3cccs3)C2)o1 (stereo not given)
i	.	COc1cccc(CC(NC(C)=O)C(=O)NC2CCN(S(=O)(=O)c3ccc4ccccc4c3)CC2)c1 (stereo not given)
-15%	9	Cc1cccc(C(=O)Oc2ccccc2C2C[C@]3(C)CC(=O)NC3N2C(=O)c2cccc(C)c2)c1 (stereo not given in full)
?	.	CCN(CC)c1cc(C)c2cc(NC(=O)c3ccccc3F)ccc2n1
3%[9.22 µM]	26	Cc1ccc(S(=O)(=O)Nc2cc(C)c(O)cc2C)cc1
?	.	CC1(c2ccc(OC(F)F)cc2)NC(=O)N(CC(=O)N2c3ccccc3NC(=O)C2(C)C)C1=O (stereo not given)
?	.	Cn1c(=O)oc2cc(S(=O)(=O)NC(Cc3ccccc3)C(=O)N3CCCCC3)ccc21 (stereo not given)
0%	11	Cc1cccc(NC(=O)CCn2cnnn2)c1
18%	11	CN(C)S(=O)(=O)c1cccc(NC(=O)c2cnccn2)c1
?	.	O=C(Nc1nccs1)c1c(O)c2cccc3c2n(c1=O)CCC3
?	.	Cn1c(C(O)c2ccc(Br)cc2)nc(Cl)c1Cl (stereo not given)
?	.	Cc1ccc(S(=O)(=O)NCCC(=O)OCC(=O)Nc2ccccc2Cl)cc1
9%	.	O=C1c2ccccc2NC(c2cccs2)N1NS(=O)(=O)c1ccccc1 (stereo not given)
?	.	COc1ccc(/C(=C/Nc2cccc(Br)c2)C(C)=O)cc1OC
?	.	CCOC(=O)c1c(C)[nH]c(NC(=O)NNC(=O)c2ccccc2Cl)c1C
?	.	Cc1ccc(Nc2cc(C(=O)NCCCN3CCOCC3)c3ccccc3n2)c(C)c1
?	.	CCCn1cc(SCC(=O)NCC2CCCO2)c2ccccc21 (stereo not given)
11%	4	O=C(Nc1ccccc1N1CCOCC1)c1cc(=O)[nH]c2ccccc12
?	.	Cc1[nH]c2c(C)cccc2c1CCNC(=O)C1CCCCC1C(=O)OCC(F)(F)F (stereo not given)
12%	4	COc1cc(C(=O)Nc2ccc3c(c2)N(C(=O)CN2CCN(C)CC2)c2ccccc2CC3)cc(OC)c1OC
?	.	COc1cccc(C2c3[nH]c4ccccc4c3CCN2Cc2ncc[nH]2)c1 (stereo not given)
8%	-14	CCOc1ccccc1OCC(=O)Nc1ccc(S(=O)(=O)Nc2nc(C)cc(C)n2)cc1
?	.	O=C(NCc1ccccn1)Nc1cccc(F)c1
-6%	1	COc1ccc(/C=N\NC(=O)C2C(=O)NCC2c2ccccc2)cc1O (stereo not given)
?	.	Cc1cc(C)n(-c2cccc(Cl)c2C#N)n1
?	.	O=C(Nc1ccccc1C(F)(F)F)N1CCN(c2ccccn2)CC1
?	.	Cc1ccc(C(=O)Nc2cccc(C(F)(F)F)c2)cc1Nc1cncnc1
-12%	-2	CCN1C(=O)/C(=C/c2ccc(OCc3ccc(C(=O)O)cc3)c(Cl)c2)NC1=S
?	.	Cc1cccc(N2CCN(CC(=O)NCc3ccc(Cl)cc3)CC2)c1C
?	.	CN(C)S(=O)(=O)c1cccc(NC(=O)CN(CCO)CC(=O)Nc2cccc(S(=O)(=O)N(C)C)c2)c1
i	16	O=C(c1ccc(Br)cc1)N1CCN(S(=O)(=O)c2ccccc2)CC1
?	.	COc1ccc(Cc2nnc(NC(=O)Nc3ccccc3F)s2)cc1OC
?	.	N#Cc1nc(-c2ccc(OCc3ccccc3)cc2)oc1N1CCC(C(N)=O)CC1
2%	2	C=CCN(C(=O)CCC(=O)Nc1cc(C)on1)C(C(=O)NC1CCCC1)c1ccc(CC)cc1 (stereo not given)

Entries from the list above with bromine:
Lipid storage S3	Lipid storage S3 cell count max	Structure
?	.	Cn1c(C(O)c2ccc(Br)cc2)nc(Cl)c1Cl (stereo not given)
?	.	COc1ccc(/C(=C/Nc2cccc(Br)c2)C(C)=O)cc1OC
i	16	O=C(c1ccc(Br)cc1)N1CCN(S(=O)(=O)c2ccccc2)CC1

Continued.
Lipid storage S3	Lipid storage S3 cell count max	Structure
?	.	COc1ccccc1NC(C#N)c1ccccc1OCc1ccccc1 (stereo not given)
20%	-10	Cc1cccc(S(=O)(=O)N2CCn3cccc3C2C)c1 (stereo not given)
?	.	N/C(=N\OC(=O)c1ccc(F)cc1)c1nonc1N
?	.	COc1ccc(S(=O)(=O)N2CCCC2C(=O)NCC(=O)Nc2cccc(Cl)c2C)cc1 (stereo not given)
?	.	COc1cccc(-c2nn(-c3ccccc3)cc2/C=C(\C#N)C(=O)NCCCn2ccnc2)c1
?	.	COc1ccc(-c2nnc(SCc3ccccc3F)o2)cc1
0%	-30	O=C(Cc1ccccc1)Nc1ccc(NC(=O)C2CCCCC2)nc1
?	.	CC(=O)Nc1ccc(C(=O)OCC(=O)Nc2ccccc2F)cc1
24%	-22	COc1cccc(-c2nnc3sc(-c4ccc(Cl)cc4)nn23)c1
?	.	CNc1nc(-c2c(C)[nH]c3ccc(OC)cc23)cs1
-5%	-3	COc1cccc(CNC(=O)CN(C)S(=O)(=O)c2cccc3cccnc23)c1
?	.	CCCCn1c(N)c(N(CC(C)C)C(=O)c2ccc(OCC3CCCO3)cc2)c(=O)[nH]c1=O (stereo not given)
?	.	O=C(O)CCc1ccc(-c2ccccc2)n1NC(=O)c1ccco1
-16%	2	CCCCn1c(N)c(N(CC(C)C)C(=O)CN(C)S(=O)(=O)c2ccc(C)cc2)c(=O)[nH]c1=O
-9%	-7	C/C(=N\OCC(=O)O)c1ccc(Cl)cc1
-15%	.	CCCN(CCC)C(=O)C1CC(=O)OC12CCOC(C)(C)C2 (stereo not given)
19%	-19	O=C(Oc1ccc(-c2cnc3ccccc3n2)cc1)c1ccco1
?	.	Cc1[nH]c2ccc(C(=O)OCC(=O)Nc3cccc(S(N)(=O)=O)c3)cc2c1C
12%	10	O=C(N=Nc1c(O)n(C2OC(=O)c3ccccc32)c2ccccc12)c1ccco1 (stereo not given)
i	1	CC1CCCN(S(=O)(=O)c2cnc[nH]2)C1 (stereo not given)
7%	5	C/C(Nc1ccc(F)cc1)=C(/C#N)C(N)=O
?	.	c1ccc(Cn2nnnc2C(c2ccccn2)N2CCN(c3ccccc3)CC2)cc1 (stereo not given)
?	.	CCS(=O)(=O)c1nc(NC(C)=O)n[nH]1
?	.	N#C/C(=C(/O)Cc1cccc2ccccc12)c1nc2ccccc2s1
?	.	CC1CCN(C(=O)CCc2ccc(S(=O)(=O)NC(C)C)cc2)CC1
0%	8	COCCN=C1NN=C(c2ccc(C)c([N+](=O)[O-])c2)CS1
-22%	1	CC[n+]1c(P(=O)([O-])c2ccccc2)[nH]c2ccccc21
?	.	COCCCNC(=S)N/N=C/c1ccc(N(C)C)cc1
?	.	CNC(=O)c1cc(S(=O)(=O)N2CC(C)OC(C)C2)ccc1N1CCCCC1 (stereo not given)
?	.	Cc1cc(NS(C)(=O)=O)c(=O)n(Cc2c(F)cccc2Cl)c1

One compound at a time, from the list above. Order of values: Lipid storage S3 | Lipid storage S3 cell count max
Cc1nn(-c2ccccc2)c(Cl)c1/C=N\NC(=O)c1cnccn1 is entered as ? | .
COc1cccc(-c2nnc3sc(-c4ccc(Cl)cc4)nn23)c1 is entered as 24% | -22
CCOc1ccccc1OCC(=O)Nc1ccc(S(=O)(=O)Nc2nc(C)cc(C)n2)cc1 is entered as 8% | -14
O=C1c2ccccc2NC(c2cccs2)N1NS(=O)(=O)c1ccccc1 (stereo not given) is entered as 9% | .
CCN(CC)c1cc(C)c2cc(NC(=O)c3ccccc3F)ccc2n1 is entered as ? | .

More compounds follow:
Lipid storage S3	Lipid storage S3 cell count max	Structure
2%	-12	Cc1ccc(CNc2nc3ccccc3n2C)cc1
-13%	2	O=[N+]([O-])c1ccc(F)c(N=Cc2ccc(Br)s2)c1
-53%	-42	O=C(COC(=O)CCSc1ccccc1)Nc1cc(F)ccc1F
4%	11	CC(C)C(OC(=O)c1ccco1)C(=O)NC1CCCCC1 (stereo not given)
?	.	OC1CCCN(C(=S)NCc2ccccc2)C1 (stereo not given)
?	.	COc1ccc(CCC(=O)Nc2cccc(S(=O)(=O)N3CCCCCC3)c2)cc1
7%	3	COC(=O)c1c(NC(=O)c2ccccc2)sc(C(N)=O)c1C
21%	.	O=C(NC(=S)Nc1ccc2oc(=O)ccc2c1)c1ccco1
i	-4	COc1ccccc1NC(=O)CSc1nccc(=O)[nH]1
?	.	O=C(O)c1cc2cccc(S(=O)(=O)N3CCCCC3)c2cc1O
4%	13	COc1ccc(CCCc2nnc(SCC(=O)Nc3ccccc3F)o2)cc1
?	.	CCOC(=O)C1CCCN(C(=O)c2cc3cc4ccc(OC)cc4nc3o2)C1 (stereo not given)
2%	4	Cc1c(NC(=O)c2cc(C(C)C)on2)c(=O)n(-c2ccccc2)n1C
-3%	11	O=C(O)C1CC=CCC1C(=O)Nc1cccnc1 (stereo not given)
11%	1	COc1ccc(C)cc1NC(=O)CCNC(=O)c1ccco1
?	.	O=C(NCc1ccncc1)C1CCN(S(=O)(=O)c2cccc(C(F)(F)F)c2)CC1
i	18	O=C(CSc1ncn[nH]1)NCCc1ccc(Cl)cc1Cl
6%	19	O=C(Nc1ccccc1C(=O)NCCc1ccc(O)cc1)c1ccco1
-2%	.	O=C(NC1CC1)c1ccc2c(Cl)c3c(nc2c1)CCCC3
?	.	O=C(Nc1sc2c(c1C(=O)O)CCCC2)C(=O)N1CCOCC1
10%	7	COc1cccc(-n2c(N)c(-c3nc4ccccc4[nH]3)sc2=S)c1
26%	-26	COc1cccc2c(=O)n(CC(=O)Nc3ccc(F)cc3)ccc12
?	.	O=[N+]([O-])c1cccc(S(=O)(=O)c2ccc(NCCO)c([N+](=O)[O-])c2)c1
?	.	Clc1cccc(NCc2ccccc2)n1
-11%	13	COc1ccc(C)cc1NC(=O)c1c([N+](=O)[O-])cnn1C

From PubChem BioAssay
